NOD2 RIPK2 PPI – blocks binding of human NOD2 to RIPK2; CHO BLA complementation NOD2-RIPK2, CCF4 ratio; O43353; inhibition, % at 4.98 µM; AID 624267; 360,000 compounds, 0.38% hits; in the data active = inhibition above about 21%;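 also: 0% = vehicle only and 100% = reference blocker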
LRH-1 inv ag – inverse agonists of human LRH-1 (NR5A2). AID 602396. 360,000 compounds, 0.13% hits. HEK293T StAR-luciferase reporter, LRH-1 transfected, 24 h. inhibition, % at 3.6 µM. O00482;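 active = inhibition above the mean inhibition of all tested compounds plus 3 SD, cut at about 73% in these data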;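 also: 0% = DMSO wells and 100% = reporter-only cells lacking LRH-1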
NCOA3 inh – inhibits human SRC3 coactivator | Q9Y6Q9 | HEK293 GAL4-SRC3 luciferase reporter, luminescence | inhibition, % at 3.6 µM | 360,000 compounds, 0.17% hits | AID 588352;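 active = inhibition above a per-campaign cutoff, the mean of all compounds plus 3 SD, cut at about 60% in these data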;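 also: 0% = DMSO-treated cells and 100% = gossypol-treated cells at 36 µM; higher means less SRC3-driven luciferase light from the GAL4 reporter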
NCOA1 inh – inhibitors of human steroid receptor coactivator 1 (SRC1) | inhibition, % at 3.6 µM | HEK293 GAL4-SRC1 luciferase reporter, luminescence | 360,000 compounds, 0.12% hits | AID 588354 | Q15788;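 active = inhibition above the campaign mean plus 3 SD, with each screening campaign given its own cutoff, cut at about 60% in these data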;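 also: 0% = DMSO treated cells and 100% = gossypol at 36 µM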
Vif inh – HIV Vif inhibition. HEK293T cells, Vif self-association by quenched fluorescence, imaging, 24 h. 340,000 compounds, 0.35% hits. inhibition, % at 7.49 µM. AID 602346; in the data active = inhibition above about 50%, passing the limit was not always enough; inconclusive = no clear call, values can overlap the other calls; inactive = below about 31%; also: some results filed as inactive read as strong as hits
NCOA2 inhibitor – inhibits human steroid receptor coactivator 2. Q15596. AID 651957. HEK293 GAL4-SRC2 luciferase reporter, luminescence. 370,000 compounds, 0.17% hits. inhibition, % at 9 µM;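 active = inhibition above the mean inhibition of all tested compounds plus 3 SD, set per campaign, cut at about 52% in these data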;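 also: 0% = DMSO treated cells and 100% = cells given Gossypol at 36 µM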
Target sequence (Q15596 whole entry, looked up, the tested form may be a part): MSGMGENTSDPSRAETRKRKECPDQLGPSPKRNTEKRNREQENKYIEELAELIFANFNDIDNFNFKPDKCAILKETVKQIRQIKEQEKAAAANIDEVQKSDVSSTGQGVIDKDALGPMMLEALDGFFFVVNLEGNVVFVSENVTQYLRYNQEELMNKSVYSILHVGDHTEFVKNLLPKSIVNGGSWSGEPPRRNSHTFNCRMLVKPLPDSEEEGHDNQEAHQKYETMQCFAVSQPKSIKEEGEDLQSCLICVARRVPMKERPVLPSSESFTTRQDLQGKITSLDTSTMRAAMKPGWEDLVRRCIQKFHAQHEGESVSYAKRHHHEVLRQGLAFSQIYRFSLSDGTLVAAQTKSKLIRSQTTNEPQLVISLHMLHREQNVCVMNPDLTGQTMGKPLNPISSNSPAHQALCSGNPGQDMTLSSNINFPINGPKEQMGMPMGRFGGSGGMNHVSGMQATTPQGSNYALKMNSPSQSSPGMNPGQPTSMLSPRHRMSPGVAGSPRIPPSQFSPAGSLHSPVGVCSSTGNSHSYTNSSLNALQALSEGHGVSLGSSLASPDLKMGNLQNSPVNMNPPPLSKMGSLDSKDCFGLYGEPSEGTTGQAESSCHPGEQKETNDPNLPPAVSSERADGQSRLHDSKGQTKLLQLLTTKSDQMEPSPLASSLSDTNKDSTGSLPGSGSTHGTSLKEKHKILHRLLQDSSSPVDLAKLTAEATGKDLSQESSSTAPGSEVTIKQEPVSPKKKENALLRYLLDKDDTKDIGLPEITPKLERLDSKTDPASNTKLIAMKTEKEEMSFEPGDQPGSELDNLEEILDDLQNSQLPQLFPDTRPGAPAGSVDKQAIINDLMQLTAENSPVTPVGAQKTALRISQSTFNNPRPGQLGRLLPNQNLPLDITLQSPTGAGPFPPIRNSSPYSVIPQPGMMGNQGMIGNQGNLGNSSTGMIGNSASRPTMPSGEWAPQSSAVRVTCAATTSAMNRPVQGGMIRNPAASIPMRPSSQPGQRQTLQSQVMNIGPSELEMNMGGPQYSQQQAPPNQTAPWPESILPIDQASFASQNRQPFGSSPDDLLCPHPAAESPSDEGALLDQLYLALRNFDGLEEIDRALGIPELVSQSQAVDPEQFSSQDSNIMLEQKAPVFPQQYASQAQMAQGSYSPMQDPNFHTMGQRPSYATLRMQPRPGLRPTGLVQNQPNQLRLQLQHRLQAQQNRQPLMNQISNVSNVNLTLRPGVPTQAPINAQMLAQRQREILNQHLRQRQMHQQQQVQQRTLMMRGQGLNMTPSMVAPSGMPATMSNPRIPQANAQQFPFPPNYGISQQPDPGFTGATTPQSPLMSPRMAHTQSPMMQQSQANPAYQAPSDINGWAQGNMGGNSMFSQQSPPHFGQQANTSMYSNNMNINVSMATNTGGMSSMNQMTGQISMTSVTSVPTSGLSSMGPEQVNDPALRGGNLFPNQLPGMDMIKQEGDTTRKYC
TROY signal inh – inhibitors of TROY-dependent NF-kB signaling. inhibition, % at 10 µM. Q293 LMP1-TROYcd NF-kB luciferase reporter, 4 h. 360,000 compounds, 0.98% hits;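 active = compounds whose plate-normalised and pattern-corrected inhibition of the luciferase reporter signal at the single screening dose is 50% or more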
NR2F2 inh – NR2F2 (human) inhibition, primary screen. inhibition, % at 8.6 µM. 370,000 compounds, 0.7% hits. HEK293T NGFI-A luciferase reporter, luminescence;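 active = inhibition above a per-plate cutoff, mean inhibition of test wells between control levels plus 3 SD, cut at about 38% in these data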;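 also: cells cotransfected with COUP-TFII expression vector driving the NGFI-A reporter; 0% = median of COUP-TF2 test wells and 100% = reporter-only cells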
EBV LMP1 NFkB – inhibitors of Epstein-Barr LMP1-induced NF-kappaB reporter. LMP1-induced NF-kappaB luciferase reporter cells, luminescence. inhibition, % at 12.5 µM. 350,000 compounds, 0.69% hits; in the data active = inhibition above about 41%; inconclusive = no clear call, values can overlap the other calls;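 also: 0% = neutral control wells and 100% = reference inhibitor control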
TLR9-MyD88 block – inhibitors of human TLR9-MyD88 binding | Q9NR96+Q99836 | CHO BLA complementation TLR9-MyD88, CCF4 FRET ratio | inhibition, % at 4.98 µM | 340,000 compounds, 0.21% hits | AID 504734;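 active = inhibition above the mean over all tested compounds plus 3 SD, cut at about 21% in these data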;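 also: 0% = DMSO only wells and 100% = clavulanate BLA inhibitor control wells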
C8 TRAIL sens – sensitizes caspase-8 expressing cells to TRAIL | inhibition (viability loss, TRAIL sensitization), % at 10 µM | 360,000 compounds, 1% hits | AID 624354 | NB7+C8 cells + TRAIL, ATPlite viability luminescence;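 active = compounds causing at least 50% loss of cell viability in the single-dose screen, relative to plate controls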
An asterisk follows results filed as active; ? = inconclusive; nt = no result given. These rows are one share of the data; rates above refer to the full screens.

smiles,NOD2 RIPK2 PPI,LRH-1 inv ag,NCOA3 inh,NCOA1 inh,Vif inh,NCOA2 inhibitor,TROY signal inh,NR2F2 inh,EBV LMP1 NFkB,TLR9-MyD88 block,C8 TRAIL sens
CS(=O)(=O)N1CCC2(CC1)OCCN2S(=O)(=O)c1ccccc1,-2,-16,12,-13,8,6,-10,-7,6,-13,5
ON(CCc1ccncc1)Cc1ccccc1,-12,-5,0,11,19,-6,5,0,6,-5,-5
COc1ccc(Cc2n[nH]c(=S)n2Cc2ccccc2)cc1Cl,7,4,18,8,-5,-10,8,11,9,3,2
CCOC(=O)C1CCN(c2ncnc3c2cnn3C)CC1,-3,0,4,-16,-19,nt,10,nt,-1,6,21
CCN(C(=N)N=C(N)N)c1ccccc1,-11,1,3,10,-1,-8,-12,8,-1,-2,5
CCC(=O)NNc1nc2c(F)cc(F)cc2s1,4,16,-12,-1,2,13,1,-11,1,5,-4
CCN(CC)C(=O)c1sc2nc(-c3ccc(OC)cc3)cn2c1C,3,-95,-102,-97,?,-24,-35,-50,-12,-8,23
COCCNC(=O)C1(C)CCCN(C(=O)c2cc(F)cc(F)c2)C1 (centres undefined),0,-4,-26,-8,-2,8,-15,0,nt,nt,1
O=C(O)/C=C/C(=O)c1ccc(O)cc1,2,-25,-4,-13,6,-30,-29,13,-9,-5,7
CCc1ccc(S(=O)(=O)Nc2c(C)nn(C)c2C)cc1,-1,19,27,-6,-9,9,5,36,14,1,14
Cc1ccc(S(=O)(=O)N2CCC(=O)N(C(COCc3ccc(Cl)cc3)Cc3ccccc3)CC2)cc1 (centres undefined),14,1,0,5,-4,15,8,7,-9,1,1
CC(=O)c1ccc(NC(=O)C2CCCN2S(=O)(=O)c2ccc(C)cc2)cc1 (centres undefined),-22,-26,1,10,8,-16,1,25,6,-59,3
CCOc1cccc(-c2nc(C(N)=O)c3[nH]c(=O)n(-c4cccc(Cl)c4)c3n2)c1O,-1,-8,-3,3,-9,-9,-2,5,-12,3,-15
[O-]/[N+](=C\C=C\c1ccccc1)c1ccccc1,-13,-139,-117,-133,-1,-63,-72,-49,-26,-58,25
Cc1nnc(Oc2ccccc2F)c2ccccc12,2,-34,-37,-26,0,-39,-27,-30,-11,5,5

smiles,NOD2 RIPK2 PPI,LRH-1 inv ag,NCOA3 inh,NCOA1 inh,Vif inh,NCOA2 inhibitor,TROY signal inh,NR2F2 inh,EBV LMP1 NFkB,TLR9-MyD88 block,C8 TRAIL sens
CCCCNC(=O)C[C@@H]1C[C@@]2(C(=O)OCC)CCCC=C2N(Cc2ccccc2)C1=O,-11,-24,nt,nt,nt,18,nt,-23,nt,nt,3
CC1CCN(c2nnc(NC(=O)Cn3c(=O)oc4ccccc43)s2)CC1,-3,-28,1,2,21,14,-28,6,2,-17,18
COCCn1c(C)cc(C(=O)CN2C(=O)NC3(CCCCCCC3)C2=O)c1C,0,-125,-74,-129,3,-51,-30,-49,-24,-2,4
Cc1ccc(NC(=O)N(C2CCCCC2)C(C)c2cccnc2)cc1C (centres undefined),-5,-16,-12,-21,6,-34,-21,9,4,-2,16
C#CCOCCOCCOCCNc1nc(N2CCN(C(=O)CCCCCCCCCCNC(=O)Cn3cc(C[C@@H](C)O)nn3)CC2)nc(N2CCN(C(=O)CCCCCCCCCCNC(=O)[C@H](CO)n3cc(CCCSC)nn3)CC2)n1,-8,-3,19,-2,-5,-20,-27,20,-10,0,26
COc1ccc(C(=O)Nc2c(N)nc(SCC(=O)N3CCC(C)CC3)[nH]c2=O)cc1,3,-17,11,0,-2,-32,-7,-15,0,-10,16
C[C@H]1CN([C@@H](C)CO)C(=O)CCCn2cc(nn2)CO[C@@H]1CN(C)C(=O)Nc1ccc(C(F)(F)F)cc1,0,7,12,-35,-4,0,-9,3,-7,-2,-9
CCNc1nc(OCC)nc(N2CCC(Cc3ccccc3)CC2)n1,5,0,7,-6,-5,-3,16,-3,-12,-3,-5
N#C/C(=C/c1ccc(N2CCOCC2)o1)C(=O)N1CCOCC1,-1,-39,-2,-6,32,-24,-11,-9,-16,9,-10
C[C@H]1O[C@H](C2CCCC2)CC2=C1C(=O)OC(C)(C)O2,-12,2,nt,nt,nt,-10,1,-1,nt,nt,-4
CCN(CC)c1ncnc2sc(C(=O)N3CCN(c4ccc(OC)cc4)CC3)c(C)c12,-9,-4,-2,-11,9,nt,5,nt,-1,-5,6
Cc1cnn(-c2cc(N/N=C/c3ccccc3)ncn2)c1,-4,1,-27,-14,-2,nt,-75,nt,0,4,30
O=C(Nc1ccc(S(=O)(=O)NCc2ccco2)cc1)c1ccc2ccccc2n1,-11,-6,-1,1,-18,5,-26,18,1,8,-1
O=C(N/N=C\c1ccc[nH]1)C1COc2ccccc2O1 (centres undefined),0,7,6,1,-3,19,-20,0,1,-4,4
COC(=O)Cc1ccc(NC(=S)NCCCN2CCOCC2)cc1,-4,5,17,11,-4,7,10,-4,2,-17,-15

smiles,NOD2 RIPK2 PPI,LRH-1 inv ag,NCOA3 inh,NCOA1 inh,Vif inh,NCOA2 inhibitor,TROY signal inh,NR2F2 inh,EBV LMP1 NFkB,TLR9-MyD88 block,C8 TRAIL sens
Nc1ccc2c(c1)C(=O)C(=O)c1ccccc1-2,16,105*,93*,85*,2,94*,59*,102*,86*,9,97*
CCOc1ccc(CN2CCNC(=O)C2CC(=O)NCCCOc2cccnc2)cc1 (centres undefined),5,-15,6,-5,-2,13,3,-13,0,-10,-13
CC(C)(C)OC(=O)NCc1ccc(CNC(=O)c2nc[nH]c2C(=O)N2CCc3ccccc3C2)cc1,4,-7,8,-9,-1,1,15,-5,5,0,4
C/C(=N\NC(=O)c1nc2ccccn2c1C)c1cccc([N+](=O)[O-])c1,4,-11,10,-1,-3,-20,27,-16,0,-1,0
O=C(NCc1ccccc1Cl)c1ccc2nc[nH]c2c1,-6,-16,3,-10,-8,-1,-19,-1,1,-2,0
O=C(COC(=O)/C=C/c1ccc(OC(F)F)cc1)Nc1ccc(S(=O)(=O)N2CCCC2)cc1,-1,2,6,-7,-4,6,-1,6,-14,4,-12
COc1cc2oc(=O)cc(-c3ccc(-c4ccc(C)cc4)cc3)c2c(OC)c1OC,-1,-1,-5,16,-3,15,12,6,8,-3,2
CC1CCC2(CC1)NC(=O)N(CC(=O)Nc1ccc(C(N)=O)cc1)C2=O (centres undefined),-10,5,8,-14,4,29,-10,1,-2,-12,11
CC1=Nc2cccc3cccc(c23)N1,-15,5,15,-11,1,-32,-8,11,-1,-5,-1
CCC(c1nnnn1-c1ccc2c(c1)OCCO2)N1CCN(C)CC1 (centres undefined),-1,-14,nt,nt,nt,-6,-1,6,nt,nt,-4
CC(=O)Oc1cc2oc(=O)cc(C)c2cc1Cl,-18,12,16,12,2,22,1,-1,-15,-3,7
CCn1c(SCC(=O)Nc2ccc(F)cc2)nc2ccccc2c1=O,-7,-25,-35,-6,-14,-11,-9,16,-9,-17,-3
O=C(N/N=C/c1ccc([N+](=O)[O-])o1)c1sc2ccccc2c1Cl,0,21,-3,3,6,25,11,15,-4,-2,25
CCOC(=O)C1=CN(Cc2ccco2)S(=O)(=O)N(C)C1c1ccc(F)c(Cl)c1 (centres undefined),-1,-40,-6,12,-10,8,-6,-1,10,-13,4
COc1ccc(-n2c(=O)c3c(C)c(C)sc3n(Cc3cccc(F)c3)c2=O)c(OC)c1,1,-11,8,-43,-1,5,19,13,8,4,-3

Three compounds picked at random from those above:
smiles,NOD2 RIPK2 PPI,LRH-1 inv ag,NCOA3 inh,NCOA1 inh,Vif inh,NCOA2 inhibitor,TROY signal inh,NR2F2 inh,EBV LMP1 NFkB,TLR9-MyD88 block,C8 TRAIL sens
CC(=O)Oc1cc2oc(=O)cc(C)c2cc1Cl,-18,12,16,12,2,22,1,-1,-15,-3,7
O=C(NCc1ccccc1Cl)c1ccc2nc[nH]c2c1,-6,-16,3,-10,-8,-1,-19,-1,1,-2,0
O=C(N/N=C/c1ccc([N+](=O)[O-])o1)c1sc2ccccc2c1Cl,0,21,-3,3,6,25,11,15,-4,-2,25

Ordered by formula weight (lowest first): some entries from above.
smiles,NOD2 RIPK2 PPI,LRH-1 inv ag,NCOA3 inh,NCOA1 inh,Vif inh,NCOA2 inhibitor,TROY signal inh,NR2F2 inh,EBV LMP1 NFkB,TLR9-MyD88 block,C8 TRAIL sens
CCOC(=O)C1CCN(c2ncnc3c2cnn3C)CC1,-3,0,4,-16,-19,nt,10,nt,-1,6,21
COc1ccc(Cc2n[nH]c(=S)n2Cc2ccccc2)cc1Cl,7,4,18,8,-5,-10,8,11,9,3,2
CS(=O)(=O)N1CCC2(CC1)OCCN2S(=O)(=O)c1ccccc1,-2,-16,12,-13,8,6,-10,-7,6,-13,5

EBV LMP1 NFkB: hit marks shown above.
Structure | NOD2 RIPK2 PPI | LRH-1 inv ag | NCOA3 inh | NCOA1 inh | Vif inh | NCOA2 inhibitor | NR2F2 inh | EBV LMP1 NFkB | TLR9-MyD88 block
Nc1ccc2c(c1)C(=O)C(=O)c1ccccc1-2 | 16 | 105* | 93* | 85* | 2 | 94* | 102* | 86* | 9

(more compounds)
smiles,NOD2 RIPK2 PPI,LRH-1 inv ag,NCOA3 inh,NCOA1 inh,Vif inh,NCOA2 inhibitor,TROY signal inh,NR2F2 inh,EBV LMP1 NFkB,TLR9-MyD88 block,C8 TRAIL sens
CCCCn1c(N)c(N(CCC(C)C)C(=O)COC(=O)c2ccc3ccccc3c2)c(=O)[nH]c1=O,-10,23,-12,4,3,19,1,-1,4,-1,13
Cc1ccccc1NC(=O)c1ccc(CN2CCC(Cc3ccccc3)CC2)cc1,4,25,18,2,50,15,8,31,12,-13,11
COc1cccc(-c2nc(N)nc(SC)c2C#N)c1,-6,-16,9,15,-1,2,-13,4,-5,-6,-7
O=C1C[C@@H]2C(=O)N(c3ccccc3)C(=O)[C@@H]2[C@@H]2CN(S(=O)(=O)c3ccccc3)[C@@H](c3ccccc3)[C@H]12,-1,-5,-3,-1,21,-3,7,-8,nt,nt,-11
COc1ccc(CCN2C(=O)c3cccc4cccc(c34)C2=O)cc1OC,4,1,5,-14,-4,-4,17,16,-8,-1,9
CCN(C(=O)CN(C1=NC2CS(=O)(=O)CC2S1)c1ccc(OC)cc1)c1cccc(C)c1 (centres undefined),-7,14,10,1,-1,12,22,-6,nt,nt,-7
Cc1ccc(-c2nc3ccc(Cl)cc3c(=O)n2O)cc1,3,4,-16,8,10,-15,-21,-20,-4,-8,-10
CC(=C\C(=O)O)/C(=C\c1cccc2ccccc12)C(=O)O,2,-16,11,-2,-3,-33,-1,-23,-2,-11,-9
COc1ccc2nc(C)cc(N3CCN(c4ccccc4)CC3)c2c1,1,6,18,7,0,1,-5,26,1,2,1

Screening data: PubChem BioAssay, several laboratories
